# CHRM5 antagonist – human M5 muscarinic receptor antagonists, primary screen, CHO cells, Fluo-8 calcium fluorescence; inhibition, % at 3 µM; hit rate 0.59% among 360,000; CHO-hM5 cells, ACh EC80;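 active = inhibition above a per-plate cutoff, the mean of that plate's test compounds plus 3 SD, cut at about 27% in these data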;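 note: 0% = acetylcholine EC80 with DMSO and 100% = DMSO without agonist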
# CHRM5 PAM – human M5 muscarinic receptor positive allosteric modulators, primary screen, CHO-K1 cells, Fluo-8 calcium fluorescence; CHO-K1 hM5, ACh EC20 PAM; 0% = ACh EC20, 100% = ACh EC100; hit rate 0.3% among 360,000; activation, % at 3 µM; Muscarinic acetylcholine receptor M5 (Homo sapiens), P08912;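 active = activation above the run cutoff, the mean activation of all test compounds plus 3 SD, cut at about 18% in these data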
#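 Assay system: CHO-K1 hM5 cells / Incubation: Fluo-8 loading 80 min at 37 °C plus 30 min room temperature / Technique: Fluo-8 calcium dye fluorescence, kinetic read / Repeats: single replicate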
# TAAR1 antagonist – human TAAR1 antagonists, primary screen, Fluo-8 calcium fluorescence, CHO RD-HGA16 cells; antagonist; inhibition, % at 3 µM; hit rate 1.5% among 360,000; AID 624466, 2012; Trace amine-associated receptor 1 (Homo sapiens), Q96RJ0;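 active = inhibition above a per-plate cutoff, the mean inhibition of test compounds on that plate plus 3 SD, cut at about 49% in these data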;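 note: 0% = DMSO plus EC80 beta-PEA response and 100% = DMSO alone without agonist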
# Target sequence (Q96RJ0 whole entry, looked up): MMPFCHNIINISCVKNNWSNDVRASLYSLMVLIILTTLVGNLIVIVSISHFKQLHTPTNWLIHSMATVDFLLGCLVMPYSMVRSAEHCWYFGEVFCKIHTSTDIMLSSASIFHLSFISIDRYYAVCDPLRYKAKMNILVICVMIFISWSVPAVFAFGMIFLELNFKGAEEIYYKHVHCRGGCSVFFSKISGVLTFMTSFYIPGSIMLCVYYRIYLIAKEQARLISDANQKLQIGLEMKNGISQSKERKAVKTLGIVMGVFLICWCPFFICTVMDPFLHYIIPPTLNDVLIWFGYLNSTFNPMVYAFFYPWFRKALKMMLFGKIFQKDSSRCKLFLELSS
#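 System: RD-HGA16 CHO cells with stable hTAAR1 and Gα16 | Probe or stimulus: EC80 β-phenethylamine stimulus | Dosing: 3 µM, single point | Times: Dye loading 75 min at 37 °C, then 30 min room temperature | Measured by: Fluo-8 calcium-sensitive fluorescence | Read-out basis: % inhibition of agonist calcium response | Replicates: n of 1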
# CRFBP-R2 agonist – agonists of CRF-BP/CRF-R2 complex, primary screen, cell-based, HEK293, calcium dye fluorescence, uHTS; hit rate 0.46% among 350,000; activation, % at 13.2 µM; CRF-binding protein / CRF receptor 2 complex (human); calcium dye fluorescence (FLIPR); percent of saturating CRF peptide response;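 active = activation of at least 50%, plus an integration ratio under a set limit after plate pattern correction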;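 note: plate controls were neutral control wells without compound for no effect and CRF at EC100 for full effect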
# M5 ag – human M5 muscarinic receptor agonists, primary screen, CHO-K1 cells, Fluo-8 calcium fluorescence; Muscarinic acetylcholine receptor M5 (Homo sapiens), P08912; CHO-K1 hM5 cells; 0% DMSO wells, 100% maximal acetylcholine response; activation, % at 3 µM; hit rate 0.19% among 360,000; AID 624037, 2012;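 active = activation above the run's mean over test compounds plus 3 SD, cut at about 23% in these data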;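 note: signal is peak over basal fluorescence ratio across the kinetic read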
# CHO-K1 Ca PAM – nonselective calcium activators in parental CHO-K1 cells, primary screen, counter-screen for M1 PAM project, cell-based, Fluo-8 calcium fluorescence, full deck, 1536-well; activation, % at 3 µM; hit rate 0.02% among 360,000; AID 602247, 2012; ATP EC20; 0% at ATP EC20, 100% at ATP max;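 active = activation above the run cutoff, the mean activation of all test compounds plus 3 SD, cut at about 40% in these data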;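 note: peak over basal fluorescence ratio in a 140 s read after ATP addition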
# TAAR1 agonist – human TAAR1 agonists, primary screen, Fluo-8 calcium fluorescence, CHO RD-HGA16 cells; AID 624467, 2012; vehicle wells 0%, saturating PEA agonist 100%; hit rate 0.99% among 360,000; Trace amine-associated receptor 1 (Homo sapiens), Q96RJ0; activation, % at 3 µM;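 active = activation above the mean activation of all test compounds in the run plus 3 SD, cut at about 38% in these data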
#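 System: CHO-derived RD-HGA16 cells with stable Gα16 and human TAAR1 / Times: 17-24 h plating, Fluo-8 75 min 37 °C, 30 min RT / Technique: calcium-sensitive Fluo-8 signal, excitation 470-495, emission 515-575 nm / Measure: % activation relative to PEA EC100 response / Benchmarks: DMSO and PEA EC100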
# CHRM4 PAM – human M4 muscarinic receptor positive allosteric modulators, primary screen, CHO-K1 cells, Fluo-8 calcium fluorescence; CHO-K1 hM4/Gqi5, ACh EC20; 0% = ACh EC20, 100% = maximal ACh; hit rate 0.4% among 360,000; AID 624126, 2012; activation, % at 3 µM; Muscarinic acetylcholine receptor M4 (Homo sapiens), P08173;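 active = activation above its plate's cutoff, the mean activation of sample wells plus 3 SD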; note: some results filed as inactive read as strong as hits
# Target sequence (P08173 whole entry, looked up): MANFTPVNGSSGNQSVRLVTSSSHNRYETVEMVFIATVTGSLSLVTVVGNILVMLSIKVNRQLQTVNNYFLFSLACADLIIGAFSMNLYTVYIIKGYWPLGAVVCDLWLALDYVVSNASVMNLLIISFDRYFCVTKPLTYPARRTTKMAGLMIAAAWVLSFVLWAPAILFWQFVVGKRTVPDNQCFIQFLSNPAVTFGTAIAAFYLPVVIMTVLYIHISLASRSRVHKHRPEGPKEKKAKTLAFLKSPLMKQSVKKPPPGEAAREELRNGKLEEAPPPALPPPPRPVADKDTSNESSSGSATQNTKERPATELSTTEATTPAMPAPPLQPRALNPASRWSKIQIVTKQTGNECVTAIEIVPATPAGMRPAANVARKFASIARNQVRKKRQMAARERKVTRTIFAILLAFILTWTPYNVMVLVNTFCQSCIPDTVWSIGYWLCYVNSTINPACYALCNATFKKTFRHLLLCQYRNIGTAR
# CRFBP-R2 block – antagonists of CRF-BP/CRF-R2 complex, primary screen, cell-based, HEK293, calcium dye fluorescence, uHTS. CRF-induced calcium fluorescence. inhibition, % at 11.8 µM. hit rate 0.59% among 350,000. AID 588475, 2011;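 active = inhibition of the ligand-induced calcium signal above about 50% at the single tested concentration, limit read from the data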
# Active calls of the source: *; · = not tested or not shown.
SMILES,CHRM5 antagonist,CHRM5 PAM,TAAR1 antagonist,CRFBP-R2 agonist,M5 ag,CHO-K1 Ca PAM,TAAR1 agonist,CHRM4 PAM,CRFBP-R2 block
Fc1ccc(-c2n[nH]c(=S)n2-c2ccc3c(c2)OCCO3)cc1,3,13,-17,0.9,-1,16,8,0,-6
CCC(C(=O)NC1CCCCC1)N(Cc1cccs1)C(=O)c1snc(C(N)=O)c1N (stereo not given),8,-10,24,-2.0,7,9,10,-6,-31
Cc1ccc(CNC(=O)C2CC=CCC2C(=O)O)cc1 (stereo not given),7,-3,-10,-1.4,-2,9,7,-3,-2
Cc1ccc(/C=N/NC(=O)CSc2nnc(-c3ccc(Cl)cc3)n2-c2ccc(Cl)cc2)o1,8,-6,56*,0.4,4,8,14,3,7
CCOC(=O)C1=C(C)N=c2s/c(=C/c3ccc(OCC(=O)O)cc3)c(=O)n2C1c1ccc(SC)cc1 (stereo not given),-5,5,·,·,5,-18,·,3,·
O=C(CN1C(=O)NC2(CCCCCC2)C1=O)NCCc1ccc(F)cc1,-5,-3,-14,1.0,4,5,5,-2,3
Cc1ccc(C(=O)Nc2ccc3c(c2)OCO3)cc1NC(=O)c1ccco1,7,2,20,-1.3,-3,-12,2,4,2
CCCN(CC(=O)Nc1ccccc1C)C(=O)c1ccc2ccccc2n1,5,-3,-10,-3.9,-3,7,2,6,-8
CCN(CC)C(=O)C1=C(C)N(CCC2=CCCCC2)C(=O)C(CC(=O)NCc2cccc3ccccc23)C1 (stereo not given),-9,7,-6,-1.0,1,11,1,3,-10
CCOC(=O)c1ccc(N=c2sc(C(=O)OC)cc(=O)n2C2CC2)cc1,-7,11,-4,-0.6,-1,7,6,4,-3
O=C1/C(=C/c2cccc(Cl)c2)CSc2sccc21,-13,9,-30,-0.4,0,14,-3,1,-14
Nc1nc(-c2cc(Cl)cc(Cl)c2OC(F)F)cs1,0,5,-20,1.1,-4,-14,3,-2,-5
Clc1cc(Cl)c(Cl)c(Cl)c1Cl,2,-6,23,4.6,2,6,0,0,34
CC1CCCCN1Cc1c(C#N)c2ccccc2n1C (stereo not given),-3,-2,-2,-2.7,-10,19,10,13,7
CC(C)NC(=O)COC(=O)c1ccccc1C(=O)c1ccccc1,0,1,-4,1.2,-6,12,0,3,-6

# Sorted by value in M5 ag (ascending): 5 from the list above.
smiles | M5 ag
Nc1nc(-c2cc(Cl)cc(Cl)c2OC(F)F)cs1 | -4
Cc1ccc(C(=O)Nc2ccc3c(c2)OCO3)cc1NC(=O)c1ccco1 | -3
Clc1cc(Cl)c(Cl)c(Cl)c1Cl | 2
Cc1ccc(/C=N/NC(=O)CSc2nnc(-c3ccc(Cl)cc3)n2-c2ccc(Cl)cc2)o1 | 4
CCC(C(=O)NC1CCCCC1)N(Cc1cccs1)C(=O)c1snc(C(N)=O)c1N (stereo not given) | 7

# Returning to the listing; the 7 compounds before the break are reprinted first.
SMILES,CHRM5 antagonist,CHRM5 PAM,TAAR1 antagonist,CRFBP-R2 agonist,M5 ag,CHO-K1 Ca PAM,TAAR1 agonist,CHRM4 PAM,CRFBP-R2 block
CCN(CC)C(=O)C1=C(C)N(CCC2=CCCCC2)C(=O)C(CC(=O)NCc2cccc3ccccc23)C1 (stereo not given),-9,7,-6,-1.0,1,11,1,3,-10
CCOC(=O)c1ccc(N=c2sc(C(=O)OC)cc(=O)n2C2CC2)cc1,-7,11,-4,-0.6,-1,7,6,4,-3
O=C1/C(=C/c2cccc(Cl)c2)CSc2sccc21,-13,9,-30,-0.4,0,14,-3,1,-14
Nc1nc(-c2cc(Cl)cc(Cl)c2OC(F)F)cs1,0,5,-20,1.1,-4,-14,3,-2,-5
Clc1cc(Cl)c(Cl)c(Cl)c1Cl,2,-6,23,4.6,2,6,0,0,34
CC1CCCCN1Cc1c(C#N)c2ccccc2n1C (stereo not given),-3,-2,-2,-2.7,-10,19,10,13,7
CC(C)NC(=O)COC(=O)c1ccccc1C(=O)c1ccccc1,0,1,-4,1.2,-6,12,0,3,-6
CN(CC(=O)Nc1ccc(F)cc1)C(=O)C1CCN(C(=O)Nc2ccccc2)CC1,10,-6,-11,0.2,2,13,15,10,-3
O=C(CSc1nc(=O)n2ccccc2n1)NCCc1ccccc1,-1,3,-2,-1.6,5,20,4,14,5
O=C(CSc1nnnn1-c1cccc2ccccc12)N1CCOCC1,-10,-7,-23,1.7,-4,-1,4,0,-7
CN(C)c1ccc2c(=O)c3ccccc3oc2n1,0,-3,-1,·,5,8,1,5,·
CC1CC(=O)NN1C(=O)c1ccccc1 (stereo not given),-1,9,-13,-0.4,-2,20,4,2,-6
CC(C)=CCN1CCN(Cc2cnc(N3CCCC3)s2)CC1CCO (stereo not given),5,1,-22,-0.1,-10,6,2,2,1
CCc1nnc(NC(=O)c2ccc3c(=O)n4c(nc3c2)CCCCC4)s1,-12,6,-11,2.0,10,5,0,-3,-1
C1=C(CCNc2ncnc3nc[nH]c23)CCCC1,16,-15,28,0.9,8,-9,4,-7,17
C[C@H]1NC(=O)[C@@]2(C)[C@H](c3ccccc3)[C@H]3COc4ccccc4[C@@H]3N2C1=O,0,8,4,-4.2,4,3,6,6,2
CCC(=O)N1CCc2cc(S(=O)(=O)N3CCCCC3CC)ccc21 (stereo not given),16,-2,-3,-0.7,-1,1,3,0,-7
CC(C)CCN(CCC(C)C)CC(O)Cn1c2ccccc2c(=O)c2ccccc21 (stereo not given),0,2,-27,-2.4,-8,-18,0,-5,13
O=C(OC1C2CCC1C1CN(CCc3ccccc3)CC12)c1ccccc1 (stereo not given),6,-3,-1,0.2,-4,8,7,-5,-28
C=CCC(=O)N(CC)CC1CCCN(CCc2cccc(F)c2)C1 (stereo not given),2,12,-3,-2.4,-19,13,1,-5,6
COc1ccc(C2C(C(=O)c3ccccc3)N3c4ccccc4C=CC3C2[N+](=O)[O-])cc1 (stereo not given),2,-5,19,12,16,4,43*,-7,-18
Cc1ccc(S(=O)(=O)NCC(C)n2nc(C)nc2C)cc1 (stereo not given),7,1,6,-1.5,0,-1,6,-5,5

# Part of the list above with just CHRM4 PAM, CHRM5 PAM and TAAR1 antagonist.
compound | CHRM4 PAM | CHRM5 PAM | TAAR1 antagonist
CCC(=O)N1CCc2cc(S(=O)(=O)N3CCCCC3CC)ccc21 (stereo not given) | 0 | -2 | -3
COc1ccc(C2C(C(=O)c3ccccc3)N3c4ccccc4C=CC3C2[N+](=O)[O-])cc1 (stereo not given) | -7 | -5 | 19

# The listing continues:
SMILES,CHRM5 antagonist,CHRM5 PAM,TAAR1 antagonist,CRFBP-R2 agonist,M5 ag,CHO-K1 Ca PAM,TAAR1 agonist,CHRM4 PAM,CRFBP-R2 block
COc1cccc2sc(NNC(=O)C3=COCCO3)nc12,7,5,-2,-0.4,-2,14,2,7,8
Cc1cc2nc(-c3ccc[nH]c3=O)[nH]c2cc1C,-8,6,1,-3.4,-3,-9,-2,1,7
O=C(Nc1c(Br)cc2c(c1Br)Cc1ccccc1-2)C(F)(F)F,7,6,·,-1.1,-7,6,·,-2,17
Cc1ccc(S(=O)(=O)N2CCN(C(=O)COC(=O)CCOc3ccccc3)CC2)c(C)c1,8,-6,-1,0.7,7,18,6,10,5
O=C(C1CC(=O)N(C2CCCC2)C1)N1CCN(c2ccccc2F)CC1 (stereo not given),-6,0,-20,1.7,0,16,4,15,14
CCOc1ccc(C(C)NC(=O)CN2C(=O)NC3(CCCCC3)C2=O)cc1OCC (stereo not given),2,-4,3,1.3,4,7,2,1,-7
COc1ccccc1CN1CCC(n2nccc2NC(=O)CCOc2ccccc2)CC1,21,-7,5,-0.6,-6,0,-1,-1,4
Cc1sc(NC(=O)Cc2ccc3c(c2)OCO3)nc1-c1ccc2c(c1)CCN2C(=O)c1ccccc1F,-2,-3,23,1.3,0,-12,5,3,30
COc1ccc(S(=O)CC(=O)Nc2ccccc2Cl)cc1 (stereo not given),7,-4,-5,-0.4,-1,-10,3,1,4
COc1ccccc1NC(=S)N1CCN(C(=O)c2ccco2)CC1,-3,1,4,2.9,-2,-5,16,-6,-3
O=C(Nc1cccc(Cl)c1)N1CCC(CO)(CCOc2ccccc2)CC1,3,-4,0,-1.3,-1,23,0,-1,-23
Cn1c(Cl)c(/C=N/OC(=O)c2cccc(Cl)c2)c2ccccc21,0,-1,1,0.7,-2,17,6,-1,-4
CNC(=S)Nc1ccccc1-c1ccccc1,9,1,-7,-0.2,-1,-16,0,-1,9
COC(=O)[C@H](Cc1ccccc1)NC(=O)NCCc1ccccc1F,8,-7,-6,-3.5,-5,14,0,2,-19
CN(C)[C@H]1N(C(=O)c2ccc(Br)cc2)N=C2c3ccccc3S(=O)(=O)N21,8,-3,15,-1.0,0,19,2,0,-6
Cc1cc(C)n(CCCNC(=O)C2CCC(=O)N(CCc3ccc(Cl)cc3)C2)n1 (stereo not given),-11,3,-18,2.3,0,-17,-1,-3,0
O=C(CSc1nnc(CN2CCCC2)n1-c1ccccc1)c1ccc2c(c1)OCO2,13,-2,10,-2.9,-8,16,1,4,-9
CCOC(=O)N1CCN(Cc2nc3cc(NC(=O)CC(C)C)ccc3n2C)CC1,5,0,0,0.4,-3,13,-1,-4,5
Cc1cc(O)c(CN(C)C)c2c1C(=O)/C(=C/c1ccco1)O2,2,-1,9,16,0,7,-1,0,-6
CC1C(=O)N2CCCc3cc(S(=O)(=O)Nc4ccccc4C(N)=O)cc1c32 (stereo not given),7,-5,-10,0.2,1,-9,2,-4,5
Cc1c(Cc2ccccc2)c(=O)oc2cc(O)cc(O)c12,4,1,16,-1.3,-2,8,20,10,22
Cn1c(=O)c2c(ncn2CC(=O)OCC(=O)Nc2sccc2C(N)=O)n(C)c1=O,-1,4,2,-0.6,3,-10,0,-1,3
COc1cccc(/C=N/NC(=O)c2ccc(=O)n(C)c2)c1OC,-2,-4,-1,-2.9,0,11,0,12,19

# Screens deposited in PubChem by several laboratories.
